# Assay outcomes (PubChem BioAssay)
# MgcRacGAP inhibition = MgcRacGAP GTPase-activating activity inhibitors, confirmation, biochemical, ADP Hunter fluorescence; MgcRacGAP-stimulated Rac1 GTP hydrolysis, ADP Hunter fluorescence; higher % means a stronger effect; GST-tagged Rac1 F28L mutant substrate; inhibition, % at 30 µM; hits with a dose series show IC50 in µM; actives 0.6% (n = 340,000);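 active = first-screen hits whose inhibition reached a set limit at any dose in the follow-up dose series; inconclusive = inhibition above the set first-screen limit but never retested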;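 also: fluorescence reports GDP produced by GAP-driven GTP hydrolysis; strong numbers were not always called active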
# NTR1 agonist = agonists of NTR1, primary screen, imaging, U2OS cells, beta-arrestin-GFP, high content (AID 493036) | NTR1-U2OS beta-arrestin-GFP spot imaging, agonist mode | actives 0.17% (n = 330,000) | P30989 | activation, % at 20 µM;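 active = activation at or above 40% of the spot to cytoplasm intensity ratio, with at least 20 cells analyzed; inconclusive = wells under 20 cells, flagged as cytotoxic or low count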;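 also: 0% = DMSO without peptide and 100% = 100 nM NTR1 peptide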
# Target sequence (P30989 whole entry, looked up): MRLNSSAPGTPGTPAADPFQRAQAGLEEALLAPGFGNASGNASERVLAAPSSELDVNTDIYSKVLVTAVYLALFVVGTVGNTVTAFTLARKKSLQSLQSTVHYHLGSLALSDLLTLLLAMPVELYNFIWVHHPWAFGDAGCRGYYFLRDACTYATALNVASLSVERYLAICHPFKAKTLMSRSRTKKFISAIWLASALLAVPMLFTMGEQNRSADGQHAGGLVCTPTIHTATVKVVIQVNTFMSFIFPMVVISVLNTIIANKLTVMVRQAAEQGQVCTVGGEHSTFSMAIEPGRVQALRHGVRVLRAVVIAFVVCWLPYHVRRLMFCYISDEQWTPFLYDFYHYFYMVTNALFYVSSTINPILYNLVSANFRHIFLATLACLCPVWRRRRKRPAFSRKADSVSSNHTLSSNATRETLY
# SV40 large T antigen = TAg ATPase/helicase activity blockers – biochemical (AID 1903); actives 0.39% (n = 310,000); one-dose inhibition, % at 20 µM; IC50 in µM for titrated hits; SV40 large T antigen ATPase/helicase inhibition assay; higher % means a stronger effect; in the data active = a potency from the dose series; inconclusive = inhibition mostly from about 32% at the one dose, without a potency; inactive = the rest, 99 in 100 with inhibition below about 32%; also: strong numbers were not always called active
# RSV CPE inhibition = RSV antiviral activity via CPE protection, HEp-2 cells, primary 10 µM value included (AID 2391). actives 0.13% (n = 310,000). CPE inhibition, % at 10 µM, or IC50 in µM where a hit was titrated. HEp-2 cells, RSV-induced CPE inhibition; higher % means a stronger effect; in the data active = a potency from the dose series; inconclusive = CPE inhibition mostly from about 23% at the one dose, without a potency; inactive = the rest, 99 in 100 with CPE inhibition below about 21%; also: strong numbers were not always called active
# AID2073 = inhibitors of Mint1-CaV2.2 protein interaction, biochemical, HTRF (AID 2073); HTRF protein-protein interaction, Mint1-CaV2.2; higher % means a stronger effect; inhibition, % at 20 µM; hits with a dose series show IC50 in µM; actives 0.19% (n = 290,000); in the data active = inhibition mostly above about 51%, no sharp cut-off; inconclusive = no clear call, values can overlap the other calls; inactive = mostly below about 53%; also: some results filed as inactive read as strong as hits
# West Nile virus CPE = West Nile virus antiviral activity, cell-based, CPE readout (AID 1621); West Nile virus-infected cells, CPE inhibition; higher % means a stronger effect; one-dose CPE inhibition, % at 10 µM; IC50 in µM for titrated hits; actives 0.02% (n = 290,000); in the data active = a potency from the dose series; inconclusive = CPE inhibition mostly from about 3.7% at the one dose, without a potency; inactive = the rest, 99 in 100 with CPE inhibition below about 2.2%; also: strong numbers were not always called active
# K1F lysis inhibition = protection from phage-mediated lysis, alamar blue read-out – E. coli UTI89, K1F phage, bacterial capsule biogenesis inhibitors (AID 488966) | E. coli UTI89 K1F phage lysis, alamar blue, 2 h; higher % means a stronger effect | actives 0.02% (n = 340,000) | one-dose inhibition, % at 100 µM; IC50 in µM for titrated hits;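 active = phage lysis inhibition, versus mean bacterial control, above a set limit; inconclusive = no clear call, values can overlap the other calls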;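 also: capsule biogenesis inhibitors block K1F phage lysis so surviving cells raise fluorescence; higher fluorescence means more inhibition of phage lysis; actives were called in the ten point dose series up to 300 µM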
# NS5 inhibitors = Dengue-2 NS5 methyltransferase inhibitors, primary screen, biochemical, confirmation dose response (AID 588689); Dengue-2 NS5 methyltransferase capping enzyme assay, biochemical; higher % means a stronger effect; inhibition, % at 25 µM; hits with a dose series show IC50 in µM; actives 0.3% (n = 340,000); in the data active = a potency from the dose series; inconclusive = inhibition above about 29% without an active follow-up result
# Siah-1 displacement = Siah-1 peptide-binding antagonists, primary screen, biochemical, fluorescence polarization, rhodamine-plectin, uHTS (AID 1817); Siah-1 / rhodamine-plectin peptide fluorescence polarization; higher % means a stronger effect; displacement, % at 20 µM, or IC50 in µM where a hit was titrated; actives 0.02% (n = 290,000);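 active = displacement of at least 50% at 20 µM, with a fluorescence ratio check between 0.3 and a set limit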;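 also: plate controls were Siah plus tracer with DMSO for no effect and tracer alone without Siah for full effect; strong numbers were not always called active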
# NTR1 agonist cell count 20 µM = further read-out of NTR1 agonist, marked with its call; cell count; measured here: cell count, cytotoxicity flag
# NS5 inhibitors pilot replicate = further read-out of NS5 inhibitors, marked with its call; inhibition, %; measured here: pilot screen replicate inhibition
# The depositor's hits bear a star; ? = inconclusive; / = no result given; [ ] = dose if it differs, or a comment.
SMILES,MgcRacGAP inhibition,NTR1 agonist,NTR1 agonist cell count 20 µM,SV40 large T antigen,RSV CPE inhibition,AID2073,West Nile virus CPE,K1F lysis inhibition,NS5 inhibitors,Siah-1 displacement,others
CSCCC(NC(=O)c1ccco1)C(=O)N1CC=C(c2ccccc2)CC1 (stereo not drawn),7%,1.7,72,5%,2.4%,9%,0.0%,-0.2%,-1%,1%,
CC(C)C1Nc2ccc(C(=O)NCc3ccco3)cc2NC1=O (stereo not drawn),2%,-0.7,53,10%,0.9%,-4%,0.1%,0.4%,-12%,5%,
CN(CC(=O)Nc1ccccc1Cl)CC(=O)c1c(N)n(Cc2ccccc2)c(=O)n(C)c1=O,3%,3.4,67,/,-0.8%,/,/,3.2%[50 µM],-8%,/,
COc1ccc(N2CCN(C(=O)CCN3C(=O)c4ccccc4S3(=O)=O)CC2)cc1,27%,-0.1,48,22%,1.3%,-1%,-0.1%,0.8%,-8%,1%,
COc1cc2oc3cc(C)oc(=O)c3c2cc1OC,11%,-0.8,88,8%,-0.1%,41%,-0.1%,-0.1%,-1%,-1%,
O=C(COC(=O)c1cc(S(=O)(=O)N2CCOCC2)ccc1O)NCc1ccc2c(c1)OCO2,1%,-0.6,58,/,/,/,/,0.1%[50 µM],-6%,/,
COCCCC1CCN(C(=O)C2CCC(=O)N(C3CCCC3)C2)CC1 (stereo not drawn),6%,-0.2,54,23%,1.6%,1%,-0.5%,0.0%,-2%,-1%,
CCc1cccc(CC)c1NC(=O)CN1CC(C)SC1=NC1CCCCC1 (stereo not drawn),9%,3.1,41,-1%,-0.3%,-4%,-2.0%,5.0%,-9%,3%,
CS(=O)(=O)c1nc(S(=O)(=O)c2ccc(Cl)cc2)c(NCCN2CCOCC2)s1,4%,-0.7,65,8%,0.9%,-5%,-0.3%,0.0%,-10%,0%,
CCOC(=O)NC(=S)Nc1ccc(C(C)(C)C)cc1,13%,12,55,14%,11%,4%,0.6%,0.2%,4%,4%,
CCCC[C@@H]1C[C@H]1[C@@H](NC(=O)c1cccs1)c1ccc(C(F)(F)F)cc1,/,-3.9,81,9%,1.5%,/,-0.7%,/,/,/,
CCC(=O)N1CCc2cc(S(=O)(=O)N3CCN(c4ccccn4)CC3)ccc21,1%,4.0,70,6%,20%,-9%,-1.4%,1.3%,-1%,0%,
Oc1c(Cl)cc(Cl)cc1C1Nc2ccccc2-n2cccc21 (stereo not drawn),7%,0.2,65,1%,/,-5%,-0.3%,0.2%,-2%,0%,
CN1C(=O)c2ccccc2N(C)C1c1ccccc1Cl (stereo not drawn),8%,-0.1,39,24%,2.8%,8%,0.3%,1.4%,-2%,-2%,
COC(=O)c1ccc(Sc2nnnn2-c2ccccc2)c([N+](=O)[O-])c1,9%,6.6,67,0%,8.8%,0%,?,-2.6%,-8%,4%,
CCC(C)NC(=O)C1c2ccccc2C(=O)N1Cc1ccc(OC)cc1OC (stereo not drawn),-2%,-1.9,87,4%,1.8%,-6%,-1.2%,1.9%,4%,6%,
COc1ccc2[nH]c(=O)c(CN(Cc3cccnc3)Cc3nnnn3CC3CCCO3)cc2c1 (stereo not drawn),8%,1.3,43,9%,1.4%,2%,0.5%,0.1%,5%,-2%,
NNC(=O)c1ccc(COCC(F)(F)C(F)F)cc1,-2%,0.5,37,2%,/,-4%,0.1%,-2.1%,-3%,0%,
CCCCc1cc(=O)oc2cc(OCC(=O)N3C[C@H]4C[C@@H](C3)c3cccc(=O)n3C4)ccc12,0%,-0.7,106,/,0.6%,2%,-0.5%,4.1%,-3%,-2%,
COc1nc(Nc2ccc(C(C)=O)cc2)nc(OC)n1,2%,-0.6,49,1%,-1.5%,0%,0.3%,0.1%,-4%,-7%,
CCN(CC)S(=O)(=O)c1cccc(C(=O)N/N=C/c2c(C)nn(-c3ccccc3)c2Cl)c1,12%,0.9,81,12%,4.2%,4%,-0.6%,3.4%[50 µM],0%,40%,
CC(Sc1cccc[n+]1[O-])C(=O)Nc1cccc([N+](=O)[O-])c1 (stereo not drawn),-2%,2.3,50,-4%,-0.1%,12%,-0.8%,-0.2%,-12%,19%,
N#Cc1cccc(NC(=O)CSc2n[nH]c(=O)[nH]c2=O)c1,6%,0.0,64,6%,1.3%,0%,1.7%,0.3%,-4%,-4%,
O=C(Cn1cnc2c(NCc3ccccc3)ncnc21)NCc1ccccc1,11%,-0.5,60,/,/,/,/,0.3%,1%,/,NS5 inhibitors pilot replicate=0.0
CC1S/C(=N/N=C/c2cccs2)NC1=O (stereo not drawn),-10%,0.7,41,2%,5.5%,8%,0.2%,-1.4%,-3%,0%,
CCCC(=O)Nc1sc2c(c1C#N)CC(C)(C)NC2(C)C,14%,-0.3,41,8%,0.4%,9%,0.1%,1.5%,4%,6%,
COc1cccc(C(=O)COc2cccc(NC(=O)c3cccc([N+](=O)[O-])c3)c2)c1,14%,5.0,63,5%,/,14%,-0.1%,0.5%,-1%,5%,
CSCCC(NC(=O)c1ccco1)C(=O)Nc1ccc(C)c(S(=O)(=O)N2CCOCC2)c1 (stereo not drawn),11%,-0.5,47,1%,0.3%,/,/,0.9%[50 µM],-4%,/,
COc1ccc(CN(CC2CCCO2)C(=O)c2cc3sccc3n2C)c(OC)c1 (stereo not drawn),-2%,2.0,70,4%,8.0%,-1%,-1.2%,-0.4%,3%,-6%,
Cc1cccc(OCCN2C(=O)C(=O)c3cc(C)ccc32)c1,13%,4.4,46,18%,2.0%,1%,-0.2%,1.0%,5%,-2%,
Cc1ccc(S(=O)(=O)NCC(=O)N(CC(=O)NCc2ccc(F)cc2)CC2CCCO2)cc1 (stereo not drawn),-7%,1.1,48,-3%,2.0%,2%,-0.4%,0.3%,-4%,-3%,
Cc1cc(C)nc(Nc2ccc(N3CCCC3)cc2)n1,25%,0.8,85,22%,-1.4%,-47%,0.1%,0.2%,4%,-6%,
Clc1ccc(C2=Nn3c(nnc3-c3cccs3)SC2)cc1,0%,3.5,75,27%,0.1%,-2%,0.4%,-0.1%,4%,-2%,
COc1ccccc1C1OC2=C(Nc3ccc([N+](=O)[O-])cc3N2)C1=O (stereo not drawn),1%,-0.4,98,9%,12%,-11%,-1.2%,0.1%,-1%,2%,
Cc1ccc(N(CC(=O)NCc2ccccc2)C(=O)c2csnn2)cc1,-4%,-0.9,57,3%,-0.3%,-3%,-0.6%,0.5%,-1%,10%,
Cc1cc(/C=N/n2cnnc2)c(C)n1-c1ccc2ncccc2c1,0%,1.0,56,6%,14%,/,/,0.0%,0%,/,
O=C(Nc1scc(-c2ccccc2)c1C(=O)O)c1ccccc1F,19%,1.5,63,7%,2.7%,12%,-0.3%,-0.8%,14%,3%,
O=C(CNC(=O)c1ccco1)N=Nc1c(O)[nH]c2ccc(Br)cc12,-9%,1.9,67,5%,7.5%,-15%,0.3%,-0.2%,-3%,0%,
CCOC(=O)N1CCc2c(sc3c2C(=O)NC(c2ccccc2)N3)C1 (stereo not drawn),7%,3.1,70,9%,4.1%,-16%,/,0.7%,-8%,4%,
CCCCCOC(=O)C1[C@H]2C(=O)N(CCCOC)C[C@]23C=C[C@H]1O3 (stereo partly drawn),/,-0.4,36,18%,1.2%,1%,0.1%,/,/,3%,
Cc1ccc(Cn2c(C(C)Nc3nc(-c4ccc(C)cc4)cs3)nc3cc(Cl)c(Cl)cc32)cc1 (stereo not drawn),8%,-2.7,83,22%,0.4%,4.6µM*,-1.3%,0.8%,-3%,23%,
Cc1cc(=O)[nH]c(SCC(=O)Nc2c(C)n(C)n(-c3ccccc3)c2=O)n1,2%,1.3,44,/,1.3%,/,/,0.5%[50 µM],0%,/,
CC(OC(=O)C1CCN(c2ccc(C(F)(F)F)cn2)CC1)C(=O)c1ccccc1 (stereo not drawn),3%,5.8,67,1%,7.5%,/,/,1.6%[50 µM],-2%,/,
N#C/C(=C\c1ccc(Cl)cc1)c1n[nH]c(Cn2cncn2)n1,10%,-0.4,27,11%,-0.4%,0%,-0.4%,1.8%,2%,1%,
CC(C)=CC(=O)N1CCCC(N2CCN(c3ccc(F)cc3)CC2)C1 (stereo not drawn),7%,-1.1,57,13%,-0.3%,-5%,-0.8%,1.1%,0%,-1%,
CNC(=O)c1cc(C(=O)c2c(Cl)cccc2Cl)c[nH]1,4%,0.8,52,21%,0.4%,10%,0.2%,-1.0%,-7%,1%,
CC(C)CCn1c(=O)c2sccc2n2c(CCCC(=O)N3CCC(N4CCCCC4)CC3)nnc12,4%,-0.4,75,5%,-0.5%,-2%,-0.1%,0.6%,-2%,1%,
CC(=O)Nc1ccc(S(=O)(=O)NCc2ccc(C(=O)NCc3ccc(Cl)cc3)cc2)cc1,4%,0.3,57,6%,-0.9%,46%,0.5%,4.3%,-7%,49%,
COc1ccccc1-c1nc(SC)n[nH]1,2%,-1.6,97,9%,1.2%,4%,-0.2%,-0.3%,-4%,0%,
Cc1ccccc1-c1cc(C(=O)NCc2cccc(C(F)(F)F)c2)nn1CC1CC(c2cccc([N+](=O)[O-])c2)=NO1 (stereo not drawn),3%,1.2,96,1%,3.3%,/,/,0.9%,-6%,/,

# Further records:
SMILES,MgcRacGAP inhibition,NTR1 agonist,NTR1 agonist cell count 20 µM,SV40 large T antigen,RSV CPE inhibition,AID2073,West Nile virus CPE,K1F lysis inhibition,NS5 inhibitors,Siah-1 displacement,others
CCOc1ccc(CCNC(=O)COC(=O)Cn2cnc3c2c(=O)n(C)c(=O)n3C)cc1OCC,8%,-0.2,46,17%,-0.2%,/,/,1.1%[50 µM],-5%,/,
CN(C)c1ccc(CN2CCCC(O)C2)cc1 (stereo not drawn),6%,0.7,89,10%,0.0%,-2%,0.0%,0.6%,-3%,0%,
NC(=O)CN1CCN(Cc2ccc3c(c2)OCO3)CC1,8%,-0.9,44,5%,-0.7%,-2%,-0.6%,0.3%,-8%,6%,
OCCNCC(O)Cn1ccc2ccccc21 (stereo not drawn),1%,-1.7,92,3%,1.0%,3%,0.3%,-0.2%,-4%,-1%,
Cc1ccc(S(=O)(=O)NNC(=O)c2ccncc2)cc1[N+](=O)[O-],7%,-0.6,59,-7%,0.3%,17%,-0.5%,-0.2%,1%,3%,
Cc1ccc(Nc2ccc(-n3ccnc3)nn2)cc1C,6%,2.6,53,23%,3.0%,-10%,0.2%,-0.4%,-4%,-1%,
